High-throughput results as filed in PubChem BioAssay.
E-sel inducer: E-selectin induction on HUVECs; P16581; activation, % at 7.58 µM; actives 0.37% (n = 260,000); HUVEC E-selectin immunofluorescence imaging; normalized: neutral wells 0, TNF-alpha wells 100;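 active means mean E-selectin-positive cell signal at least 10% of the positive control, reached in at least 60% of replicates, without over 20% cell loss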;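 further: in these data hits start at about 27%; measured in HUVEC primary endothelial cells; signal is the percent of cells scored E-selectin positive by PE staining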
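Assay system: HUVEC, human umbilical vein endothelial cells / Amount: 3,000 HUVEC/well / Controls: TNF-alpha positive control, DMSO neutral control / Compound dosing: single concentration / Medium: EGM-2 over gelatin coat / Evaluation: percent E-selectin-positive cells / Signal: immunofluorescence imaging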
esBAF inh: blocks esBAF chromatin remodeling in mouse ES cells | Bmi1-luciferase knock-in reporter, 24 h; 100% = twice the neutral-well signal | reporter increase, % at 12.5 µM | actives 2% (n = 350,000); in the data active means activation above about 40%;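 further: 0% = median of the plate's neutral control wells and 100% = double that signal; a rise in the Bmi1 reporter signal indicates esBAF inhibition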
XiGFP reactiv: reactivates the inactive X chromosome in mouse fibroblasts; actives 0.055% (n = 360,000); AID 743238; activation, % at 7.58 µM; XiGFP mouse fibroblasts, % GFP-positive cells imaging, 3 d; cells co-treated with 5-aza-dC sensitizer; scaled so ellipticine positive control = 100%;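 active means mean normalized replicate activation at least 10% and every replicate at or above 10%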;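 further: 0% = median of on-plate neutral control wells and 100% = ellipticine 6 µM median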
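assay system = SV40-immortalized XiGFP fibroblast cells, line 68-5-11 | buffer or medium = DMEM plus 5-aza-dC sensitizer | doses = single-point pinned compound dosing | times = 3-day compound exposure, then 15 min fixation at room temperature | benchmarks = positive control ellipticine, 6 µM final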
S100A4 MyoIIA: inhibitors of human S100A4 binding to myosin IIA peptide | P26447 | S100A4/TAMRA-MyoIIA peptide fluorescence polarization | inhibition, % at 10.7 µM | actives 0.14% (n = 360,000);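 active means mean inhibition of at least 70% across replicates, with every replicate also reaching that level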
Target sequence (P26447 whole entry, looked up): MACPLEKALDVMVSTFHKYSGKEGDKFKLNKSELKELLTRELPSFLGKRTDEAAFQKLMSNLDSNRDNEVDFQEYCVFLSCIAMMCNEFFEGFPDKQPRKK
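Test system: S100A4 monomer protein; Medium: HEPES pH 7.2 with CaCl2, KCl, NaCl, DTT, Triton; Probe or stimulus: TAMRA-labelled myosin IIA heavy-chain peptide probe, 5 nM; Doses: one dose per compound; Times: polarization read 5 min after assay mix addition, stable 5–60 min; Benchmarks: neutral control DMSO, positive control TFP.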
RAD52 inh: inhibitors of human RAD52 DNA annealing; P43351; recombinant RAD52 DNA annealing, FRET fluorescence; inhibition, % at 18.7 µM; actives 0.46% (n = 360,000); AID 651710;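 active means every replicate showing at least 50% inhibition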
Target sequence (P43351 whole entry, looked up): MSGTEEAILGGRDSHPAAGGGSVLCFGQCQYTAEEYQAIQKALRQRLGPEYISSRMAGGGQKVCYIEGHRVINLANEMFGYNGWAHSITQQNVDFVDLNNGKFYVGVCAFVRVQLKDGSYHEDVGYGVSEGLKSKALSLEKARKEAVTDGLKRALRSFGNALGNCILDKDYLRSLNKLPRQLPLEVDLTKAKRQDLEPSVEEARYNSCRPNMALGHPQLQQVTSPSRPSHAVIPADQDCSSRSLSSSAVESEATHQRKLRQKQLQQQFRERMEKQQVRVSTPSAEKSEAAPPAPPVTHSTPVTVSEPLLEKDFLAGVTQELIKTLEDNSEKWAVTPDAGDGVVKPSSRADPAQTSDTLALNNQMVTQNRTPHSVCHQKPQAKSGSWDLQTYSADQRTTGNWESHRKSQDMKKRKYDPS
ERp5 inh: inhibitors of human ERp5 | Q15084 | ERp5 insulin aggregation, absorbance 650 nm, 90 min | inhibition, % at 9.99 µM | actives 0.05% (n = 350,000);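 active means mean replicate inhibition above about 25%, with every replicate also reaching it, limit read from the data, passing the limit was not always enough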
Target sequence (Q15084 whole entry, looked up): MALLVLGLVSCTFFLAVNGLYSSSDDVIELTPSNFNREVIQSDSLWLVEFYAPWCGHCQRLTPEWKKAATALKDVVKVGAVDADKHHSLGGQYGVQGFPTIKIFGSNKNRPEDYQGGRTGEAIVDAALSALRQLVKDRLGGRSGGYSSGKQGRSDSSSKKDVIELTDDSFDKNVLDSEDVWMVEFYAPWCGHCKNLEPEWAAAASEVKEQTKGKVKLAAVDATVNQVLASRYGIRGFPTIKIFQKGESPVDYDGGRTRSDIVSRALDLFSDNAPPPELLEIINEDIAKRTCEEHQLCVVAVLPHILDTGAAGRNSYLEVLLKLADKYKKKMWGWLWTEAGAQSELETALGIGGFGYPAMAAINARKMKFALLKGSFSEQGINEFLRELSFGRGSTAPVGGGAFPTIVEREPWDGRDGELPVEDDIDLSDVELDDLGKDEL
ERAP1 inh: blocks human ERAP1 aminopeptidase activity; Q9NZ08; recombinant ERAP1, Leu-AMC fluorescence, 60 min; inhibition, % at 10.7 µM; actives 0.15% (n = 340,000);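 active means mean replicate inhibition of at least 30%, or all replicates individually reaching that 30% level; inactive means mean below 30% and not every replicate reaching it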;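 further: 0% = neutral control wells and 100% = L-leucinethiol positive control wells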
RAD54 branch: inhibitors of human RAD54 branch migration. actives 0.14% (n = 360,000). inhibition, % at 10.4 µM. Q92698. RAD54 Holliday junction branch migration, FAM/BHQ fluorescence. AID 602329;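 active means mean normalized replicate activity at least 40 and at least half of replicates scoring 40 or more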;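 further: 0% = median of neutral control wells and 100% = median of positive control wells; inhibitors cause a drop in the FAM fluorescence signal; in these data hits start at about 50%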
Numbers without * were called inactive; . = no result given. No enrichment for hits; 2.5% or so of the library scored in one or more.

canonical_smiles | E-sel inducer | esBAF inh | XiGFP reactiv | S100A4 MyoIIA | RAD52 inh | ERp5 inh | ERAP1 inh | RAD54 branch
CCCCOc1ccc(C(=O)OCC(=O)N2CCCCCC2)cc1 | -0.1 | -1 | 0.0 | 8 | -5 | 3 | -2 | -3
CC1(C)CC(NS(=O)(=O)c2ccc(S(N)(=O)=O)cc2)CC(C)(C)N1 | 12 | . | 0.3 | -3 | -2 | 2 | -3 | .
Cc1cc(C)cc(NC(=O)COC(=O)CCc2ccc(S(=O)(=O)N3CCOCC3)cc2)c1 | . | . | 0.5 | -2 | -19 | 7 | -5 | .
Nc1ccc2c(c1)[nH]c(=O)c1cc(N)ccc12 | 0.0 | -6 | 0.0 | 1 | -1 | -3 | -13 | 18
COC(=O)c1cc(C(=O)NCc2ccc3c(c2)OCO3)cc([N+](=O)[O-])c1 | 0.5 | -10 | 0.2 | 1 | -1 | 0 | 0 | -2
COc1ccc(S(=O)(=O)N2CCN(C(=O)c3cc(-c4ccc(C)cc4)n[nH]3)CC2)cc1 | . | -1 | 0.3 | -2 | -14 | 9 | -4 | -13
COc1ccc(S(=O)(=O)N(C)C[C@H]2OCCCC[C@H](C)Oc3ccc(NC(=O)CCCN(C)C)cc3C(=O)N([C@H](C)CO)C[C@@H]2C)cc1 | -0.1 | -7 | -0.5 | 18 | 0 | -1 | -1 | 8
COc1ccc(C(=O)OCC(=O)Nc2ccc(Cl)cn2)cc1 | 0.0 | 3 | 0.0 | -3 | -9 | 2 | 7 | 5
Cc1cc(C)c(S(=O)(=O)N2CCCC(C(=O)NCc3ccncc3)C2)c(C)c1 (configuration not stated) | -0.2 | -5 | 0.4 | -2 | -11 | -3 | -4 | -5
O=c1oc2c(O)cccc2cc1-c1nc2ccccc2[nH]1 | 0.0 | 0 | 0.4 | 0 | -13 | 1 | 0 | 3
COC(=O)c1ccc(/C=N\N2CCN(c3ccccc3)CC2)cc1 | 0.3 | 29 | 0.0 | 0 | -6 | -13 | 11 | 3
COCc1cn([C@H]2C[C@@H]3O[C@H](CO)CC[C@@H]3O[C@@H]2CCc2ccc(-c3ccc(OC)cc3)cc2)nn1 | . | . | . | 5 | 5 | -3 | -2 | .
Cc1cccc(C)c1NS(=O)(=O)c1ccc(-c2ccc(=O)[nH]n2)o1 | . | -5 | 0.1 | -4 | 5 | -2 | -1 | 6
CCCC#Cc1ccc([C@H]2[C@H]3CN(C(=O)c4ccc5c(c4)OCO5)CCCCN3[C@H]2CO)cc1 | -0.2 | . | 0.2 | 1 | 21 | -1 | 0 | 2
Cc1nc2c(C)cccc2cc1C(=O)N/N=C/c1ccc(N(C)C)cc1 | . | 1 | . | -4 | -21 | 5 | -1 | 0
Clc1ccc(C2[C@H]3CN(Cc4ccc(-c5ccccc5)cc4)[C@H](c4ccccc4)C34CC2(c2ccccc2)C4)cn1 (some centres not stated) | -0.1 | . | 0.4 | -3 | -42 | 2 | -1 | .
COc1ccc(C(CNC(=O)c2ccc(C)o2)N2CCOCC2)cc1 (configuration not stated) | -1.6 | 1 | -0.1 | -2 | -3 | -4 | -4 | 4
Cc1cccc(NC(=O)Cn2c(O)c(N=NC(N)=S)c3ccccc32)c1 | . | . | -0.1 | -3 | -2 | -6 | 0 | -6
CN(C)c1ccc2c(c1)[C@H]1C[C@H](CC(=O)O)O[C@@H](CO)[C@H]1O2 | -0.2 | 0 | -0.1 | -3 | -129 | -5 | 1 | -18
c1ccc2c(-c3[nH]ncc3CNCCCn3ncc4ccccc43)cccc2c1 | . | 6 | 0.2 | -7 | -54 | -1 | 7 | -1
CCCCC1NC(=S)N(C2CCCCC2)C1=O (configuration not stated) | . | -1 | -0.1 | 0 | 1 | -2 | 0 | .
C[C@@H](NC(=O)C[C@H]1C[C@H]2c3cc(NC(=O)NC4CCCC4)ccc3O[C@H]2[C@@H](CO)O1)c1ccccc1 | 0.1 | 3 | -0.1 | -2 | 7 | 1 | -3 | 6
CCC(=O)N(CC)C[C@H]1[C@H](c2ccccc2)[C@@H](CO)N1C(=O)C1CCC1 | 0.9 | 2 | 0.0 | 5 | -14 | -7 | -1 | -3
CCOc1ccc(NC(=S)N/N=C(\C)Cc2ccc(OC)cc2)cc1 | -0.5 | . | 0.1 | 2 | -14 | -1 | 2 | .
O=C(O)C1=NN(c2c(F)c(F)cc(F)c2F)C(=O)CC1 | -0.2 | -2 | 0.4 | -2 | -13 | 2 | 1 | -20
O=C(Nc1nc(-c2ccccn2)cs1)C1CC(=O)N(c2ccc3c(c2)OCCO3)C1 (configuration not stated) | -0.1 | -1 | 0.0 | -1 | -23 | -2 | 2 | 4
O=C(Nc1ccccc1F)N1CC(=O)N2[C@@H](CO)[C@@H](c3ccc(-c4cccnc4)cc3)[C@@H]2C1 | -0.1 | . | 0.0 | -2 | 2 | -2 | 1 | .
C[C@@H]1CCCCO[C@@H](CN(C)C(=O)Nc2ccc(C(F)(F)F)cc2)[C@H](C)CN([C@H](C)CO)C(=O)c2cc(NC(=O)Cc3ccccc3)ccc2O1 | 0.3 | 7 | 0.3 | . | . | . | . | -1
C[C@@H]1CCCCO[C@@H](CN(C)S(=O)(=O)c2ccc(F)cc2)[C@@H](C)CN([C@@H](C)CO)C(=O)c2cc(NC(=O)CCCN(C)C)ccc2O1 | 0.2 | -2 | 0.4 | 2 | 9 | -3 | 1 | 13
Cc1cc(F)ccc1-c1cc(C(=O)Nc2ccc(F)cc2)[nH]n1 | -0.1 | 71* | 0.2 | -5 | 1 | 4 | 1 | -5
Cc1ccc(S(=O)(=O)NC(=O)NN2CCCCCC2)cc1 | 0.2 | -3 | -0.3 | -2 | -9 | 5 | -5 | -7
C[C@H](CO)N1C[C@H](C)[C@H](CN(C)S(=O)(=O)c2ccccc2)Oc2ncc(C#Cc3ccccc3)cc2C1=O | 0.1 | 7 | 0.0 | -5 | 1 | 0 | 1 | -4
CCCNC(=O)C[C@H]1C[C@H]2c3cc(N(C)C)ccc3O[C@H]2[C@@H](CO)O1 | -0.3 | . | 0.0 | -4 | -64 | 2 | 1 | .
C[C@@H]1CN([C@H](C)CO)C(=O)c2cccc(NS(=O)(=O)c3ccccc3)c2O[C@@H]1CN(C)C(=O)Nc1ccc(C(F)(F)F)cc1 | 1.0 | 3 | 2.1 | -4 | 18 | -1 | -2 | 1
O=C(Cn1cnc2c(nnn2-c2ccccc2)c1=O)NCC1CCCO1 (configuration not stated) | 0.6 | 0 | -0.1 | -4 | -16 | -9 | 4 | -2
N#C[C@@H]1[C@@H](c2ccccc2-c2ccc(F)cc2)[C@H](CO)N1c1ncc(-c2ccccc2)s1 | 0.0 | . | 0.0 | -7 | 5 | -3 | -2 | .
CCOc1ccc(S(=O)(=O)c2c[nH]c3ccccc3c2=O)cc1 | 0.0 | -10 | 0.1 | 8 | -30 | 1 | 2 | .
C[C@@H]1CN([C@@H](C)CO)C(=O)Cc2cc(NC(=O)Cc3ccccc3)ccc2O[C@H]1CN(C)C(=O)Nc1cccc2ccccc12 | 338* | -3 | 0.0 | 1 | 16 | 2 | -2 | 1
Cc1ccc(NC(=O)CCN2C(=O)c3ccccc3Sc3ncccc32)cc1 | 0.7 | 2 | 0.0 | 0 | -28 | 2 | -1 | -11
S=c1[nH]nc(-c2cc(-c3ccccc3)n[nH]2)n1/N=C/c1ccc(Cl)cc1 | -0.2 | 2 | -0.1 | -1 | 7 | 3 | -4 | 5
O=S(=O)(O)c1cccnc1SCc1ccccc1 | 0.0 | 2 | 0.1 | -5 | -16 | 6 | . | -14
Cc1cccc(NC(=O)CCNC(=O)c2ccccc2Cl)n1 | . | -1 | 0.2 | -1 | -8 | 2 | 4 | -19
Cc1cccc(-c2cc3c(N=O)c4ccccc4c-3n[nH]2)c1 | . | . | 0.3 | 2 | -9 | 4 | -3 | .
CCN1CCCC1CNS(=O)(=O)c1ccc(F)c(Cl)c1 (configuration not stated) | 0.0 | -16 | 0.3 | 0 | -4 | 2 | 2 | -13
N/C(=N\OC(=O)CCCOc1ccccc1)c1cccc([N+](=O)[O-])c1 | 0.2 | . | 0.0 | 4 | -13 | 4 | 0 | .
COc1cccc(S(=O)(=O)N(C)C[C@H]2Oc3ncc(C#CC(C)C)cc3C(=O)N([C@H](C)CO)C[C@@H]2C)c1 | -0.1 | -6 | -1.1 | 4 | 23 | -2 | 0 | -3
Cc1ccc(-c2nnn(CC(=O)NC(=O)NC3CCCCC3)n2)cc1 | 0.3 | . | -0.1 | -3 | -13 | -3 | -9 | -2
COc1ccc(NC(=S)NNC(=O)C(C)n2nc(C)c([N+](=O)[O-])c2C)cc1 (configuration not stated) | . | . | . | -2 | 2 | 0 | -1 | -9
CC(=O)N1c2ccc(S(=O)(=O)N3CCC(C(=O)N4CCN(c5ccccc5)CC4)CC3)cc2CC1C (configuration not stated) | . | -7 | 0.0 | -9 | -21 | 0 | 2 | 0
O=C(/C=C/Nc1ccc(F)cc1Br)c1ccccc1 | -0.1 | -53 | 0.1 | . | . | . | . | 6
COc1ccc([N+](=O)[O-])cc1N(CC(O)CN1CCOCC1)S(=O)(=O)c1ccccc1 (configuration not stated) | . | -7 | 0.0 | 2 | -15 | 1 | 1 | .
CCN(C(=O)COC(=O)Cc1coc2cc(C)ccc12)c1c(N)n(Cc2ccccc2)c(=O)[nH]c1=O | -0.1 | -11 | 0.0 | -4 | -64 | 6 | 1 | 6
CCCCNC(=O)[C@H]1N2C(=O)c3c(ccc(OC)c3OC)C2SC1(C)C (some centres not stated) | 0.1 | -3 | 0.0 | 4 | -11 | 3 | -11 | -2
O=C(C[C@@H]1CC[C@H](NC(=O)C2CCOCC2)[C@H](CO)O1)NCC1CCCCC1 | 0.2 | 4 | 0.2 | 8 | -1 | 6 | -1 | 2
Cc1cc(-c2ccccc2)nc(Cl)c1C#N | . | . | 0.0 | -3 | -2 | 6 | -5 | .
COc1ccc(NN=Nc2ccc([N+](=O)[O-])cc2)cc1 | . | 49* | 0.0 | 4 | -13 | 0 | -2 | -2
COc1ccc(-c2ccc(N3C(c4cc(OC)cc(OC)c4)=Cc4ccc(OC)cc4C3CC(C)=O)cc2)cc1 (configuration not stated) | -0.2 | . | 0.1 | -2 | -7 | 6 | . | .

Ordered by formula weight (largest number first): some entries from above.
canonical_smiles | E-sel inducer | esBAF inh | XiGFP reactiv | S100A4 MyoIIA | RAD52 inh | ERp5 inh | ERAP1 inh | RAD54 branch
CCCCNC(=O)[C@H]1N2C(=O)c3c(ccc(OC)c3OC)C2SC1(C)C (some centres not stated) | 0.1 | -3 | 0.0 | 4 | -11 | 3 | -11 | -2
O=C(/C=C/Nc1ccc(F)cc1Br)c1ccccc1 | -0.1 | -53 | 0.1 | . | . | . | . | 6
Cc1cc(-c2ccccc2)nc(Cl)c1C#N | . | . | 0.0 | -3 | -2 | 6 | -5 | .
